Compound activity: PubChem BioAssay, several laboratories
Mtb UGM inh: M. tuberculosis UGM enzyme inhibitors, primary screen, biochemical, fluorescence polarization, single point; UDP-galactopyranose mutase (Mycobacterium tuberculosis (strain ATCC 25618 / H37Rv)), …; purified UGM, fluorescence polarization probe displacement; inhibition, % at 10 µM; 320,000 compounds, 0.06% hits; in the data active = inhibition above about 10%, passing the limit was not always enough; inconclusive = no clear call, values can overlap the other calls
Rv3671c protease: Rv3671c serine protease inhibitors, primary screen, biochemical, fluorescence polarization, M. tuberculosis H37Rv | 320,000 compounds, 0.048% hits | inhibition, % at 5.96 µM | AID 2606, 2010; in the data active = inhibition above about 38%;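 also: extracellular domain of Rv3671c used as enzyme; 0% = enzyme with DMSO and 100% = no enzyme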
Target sequence (P9WHR9 whole entry, looked up, the tested form may be a part): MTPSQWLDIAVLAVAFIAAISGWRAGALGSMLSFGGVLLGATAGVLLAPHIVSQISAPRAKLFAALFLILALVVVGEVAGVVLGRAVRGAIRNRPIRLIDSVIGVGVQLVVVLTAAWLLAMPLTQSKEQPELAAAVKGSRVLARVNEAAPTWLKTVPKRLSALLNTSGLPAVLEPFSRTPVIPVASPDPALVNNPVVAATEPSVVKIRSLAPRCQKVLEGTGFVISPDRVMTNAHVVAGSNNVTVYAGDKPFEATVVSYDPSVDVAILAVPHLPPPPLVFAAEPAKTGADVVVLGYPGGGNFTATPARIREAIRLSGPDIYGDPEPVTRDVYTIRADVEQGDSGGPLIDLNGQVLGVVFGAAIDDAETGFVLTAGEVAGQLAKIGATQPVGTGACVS
PrPC TRFRET: inhibitors of human cell surface prion protein PrPC, primary screen, cell-based, TR-FRET; TR-FRET read-out; 370,000 compounds, 0.43% hits; Major prion protein (Homo sapiens), P04156; inhibition, % at 13.8 µM; AID 720596, 2013; in the data active = inhibition above about 24%; also: 0% = median of the test wells and 100% = reference compound wells
Mtb FBA inh: Mtb FBA enzyme inhibitors, primary screen, biochemical, fluorescence, strain H37Rv; Fructose-bisphosphate aldolase (Mycobacterium tuberculosis (strain ATCC 25618 / H37Rv)), …; purified M. tuberculosis FBA, fluorescence read-out; inhibition, % at 1 µM; 360,000 compounds, 2.3% hits; in the data active = inhibition above about 27%;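 also: 0% = vehicle and 100% = reference inhibitor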
Target sequence (P9WQA3 whole entry, looked up): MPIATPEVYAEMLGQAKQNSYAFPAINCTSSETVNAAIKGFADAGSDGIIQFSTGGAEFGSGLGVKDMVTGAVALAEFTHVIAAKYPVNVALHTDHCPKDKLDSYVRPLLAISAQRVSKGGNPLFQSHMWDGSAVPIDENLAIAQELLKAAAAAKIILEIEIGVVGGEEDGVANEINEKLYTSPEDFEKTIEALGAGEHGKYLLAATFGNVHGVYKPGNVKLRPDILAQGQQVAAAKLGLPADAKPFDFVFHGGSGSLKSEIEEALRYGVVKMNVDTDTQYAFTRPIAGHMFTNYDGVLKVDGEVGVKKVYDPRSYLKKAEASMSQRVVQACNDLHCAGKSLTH
MazF activator: activators of E. coli MazEF toxin-antitoxin RNase, primary screen, biochemical, fluorescence, uHTS. Endoribonuclease toxin MazF (Escherichia coli (strain K12)), P0AE70. 350,000 compounds, 0.32% hits. FAM/BHQ RNA-DNA oligo cleavage fluorescence, 5 h. activation, % at 20 µM; in the data active = activation above about 50%
Target sequence (P0AE70 whole entry, looked up): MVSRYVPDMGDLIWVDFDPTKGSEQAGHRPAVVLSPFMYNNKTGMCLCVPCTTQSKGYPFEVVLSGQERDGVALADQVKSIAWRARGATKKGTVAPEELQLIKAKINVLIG
FadD28 binding: inhibitors of FadD28 bisubstrate probe binding, primary screen, biochemical, fluorescence polarization, single point. Mycobacterium tuberculosis FadD28 fatty-acid-AMP ligase. inhibition, % at 12.5 µM. 360,000 compounds, 0.22% hits; in the data active = inhibition above about 8.5%, passing the limit was not always enough; inconclusive = no clear call, values can overlap the other calls
GDH-TPI counter: GDH-TPI coupling enzyme inhibitors, primary screen, artefact control for M. tuberculosis FBA inhibitor project, biochemical, absorbance, full deck | GDH-TPI coupled enzyme counterscreen, NADH absorbance | inhibition, % at 4.8 µM | 360,000 compounds, 1.2% hits | AID 588335, 2011; in the data active = inhibition above about 30%;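 also: 0% = DMSO wells and 100% = wells lacking the enzyme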
BioA inh: M. tuberculosis BioA enzyme inhibitors, primary screen, biochemical, plate reader, single point, HTS; 7,8-diaminopelargonic acid synthase BioA (Mycobacterium tuberculosis); purified M. tuberculosis BioA enzyme; inhibition, % at 9.99 µM; 360,000 compounds, 0.096% hits; AID 602481, 2012; in the data active = inhibition above about 40%; inconclusive = no clear call, values can overlap the other calls
BoNT-F LC inh: BoNT/F light chain protease inhibitors, primary screen, biochemical, flow cytometry, MLPCN library | Botulinum neurotoxin type F light chain protease (Clostridium botulinum) | Multiplex microsphere protease cleavage assay | inhibition, % at 10 µM | 360,000 compounds, 0.22% hits; in the data active = inhibition above about 35%, passing the limit was not always enough; inconclusive = no clear call, values can overlap the other calls; also: plate controls were buffer without enzyme for full effect and enzyme alone for no effect
* = called active by the depositor; ? = inconclusive; . = no result given.

SMILES	Mtb UGM inh	Rv3671c protease	PrPC TRFRET	Mtb FBA inh	MazF activator	FadD28 binding	GDH-TPI counter	BioA inh	BoNT-F LC inh
COc1ccc(S(=O)(=O)n2nc(OC(=O)c3ccccc3)cc2N)cc1	0.3	-0.7	1.4	0.4	6.8	-1.7	5.7	-0.6	-12.7
Cc1ccc2nc3c(c(C(=O)OCC(=O)NC4CCS(=O)(=O)C4)c2c1)CCCC3 (stereo unspecified)	-1.7	-3.8	5.2	12.8	0.1	0.6	1.9	.	-10.0
O=c1[nH]c(=O)n(C2CCCCC2)c(O)c1/C=C/C=Nc1ccccc1	0.9	-12.0	-0.9	-16.6	95.6*	-2.1	25.8	.	-6.3
Cc1nnc(SCC(=O)NCC2CCCO2)n1Cc1ccccc1 (stereo unspecified)	-0.7	-0.8	-6.5	1.7	0.8	-0.8	6.9	.	-7.4
CC(C)(C)CN1C(N)=NC[C@@H]1c1ccccc1	-1.1	1.9	-2.1	1.6	6.4	-0.7	5.9	-0.4	-0.1
OC1(CN2CCOCC2)C2CN3CCN(C2)CC1(c1ccccc1)C3 (stereo unspecified)	0.8	-6.7	2.8	8.7	-9.8	-1.5	2.3	-2.1	-8.8
Cc1cc(NCCOCCO)n2ncc(-c3ccc(Cl)cc3)c2n1	2.4	0.7	13.9	6.7	4.7	-1.1	28.6	3.4	17.9
COc1ccc(-c2c(C)n([O-])c(C)c(C)[n+]2=O)cc1	-3.0	1.5	-12.5	-7.6	8.3	-4.7	2.2	-1.4	-20.4
CCN1CCN(c2ccc(NC(=O)c3cccc(F)c3)cc2Cl)CC1	-3.0	0.8	-7.4	3.5	2.6	-3.1	-2.5	-0.1	-0.6
Cc1ccccc1C(=O)NC1CCN(C(=O)N(c2ccccc2)c2ccccc2)CC1	-0.2	-2.5	0.1	5.6	4.8	-3.3	1.9	1.2	-10.4

Some of these compounds in order of number of heavy atoms, ascending.
SMILES	Mtb UGM inh	Rv3671c protease	PrPC TRFRET	Mtb FBA inh	MazF activator	FadD28 binding	GDH-TPI counter	BioA inh	BoNT-F LC inh
COc1ccc(-c2c(C)n([O-])c(C)c(C)[n+]2=O)cc1	-3.0	1.5	-12.5	-7.6	8.3	-4.7	2.2	-1.4	-20.4
Cc1nnc(SCC(=O)NCC2CCCO2)n1Cc1ccccc1 (stereo unspecified)	-0.7	-0.8	-6.5	1.7	0.8	-0.8	6.9	.	-7.4
OC1(CN2CCOCC2)C2CN3CCN(C2)CC1(c1ccccc1)C3 (stereo unspecified)	0.8	-6.7	2.8	8.7	-9.8	-1.5	2.3	-2.1	-8.8
COc1ccc(S(=O)(=O)n2nc(OC(=O)c3ccccc3)cc2N)cc1	0.3	-0.7	1.4	0.4	6.8	-1.7	5.7	-0.6	-12.7

Remaining list, next part.
SMILES	Mtb UGM inh	Rv3671c protease	PrPC TRFRET	Mtb FBA inh	MazF activator	FadD28 binding	GDH-TPI counter	BioA inh	BoNT-F LC inh
Cc1ccc(C(=O)Nn2c(O)c(C=C3N=c4ccccc4=N3)sc2=S)cc1	-1.1	-5.0	-2.4	-10.7	-3.5	2.2	10.8	-0.7	64.2*
O=C1C=C(c2ccc3ccccc3c2)C[C@@H](c2ccc(Cl)cc2)C1	5.8	-16.4	-0.2	-0.2	-1.6	-2.8	19.0	-2.2	0.2
C=CCc1cccc(CNc2cnc3ccccc3c2)c1O	-0.3	3.0	19.1	26.0	-3.0	0.6	0.7	-1.4	?
COc1ccccc1N1CCN(c2nc3ccccc3nc2C(C#N)C(=O)OC(C)C)CC1 (stereo unspecified)	-1.9	0.2	25.3*	-7.2	-6.1	-1.2	6.4	-2.4	9.4
O=C(Nc1cccc(C(F)(F)F)c1)C1=CC=CN2CCS(=O)(=O)N=C12	-0.6	2.4	-14.0	-1.7	0.0	-2.0	9.9	-0.5	-2.0
CCOC(=O)CC(=O)CSc1ncc(C(=O)OCC)c(N)n1	0.7	2.9	-0.5	5.8	2.3	-1.4	4.1	-9.8	134.1*
O=C(NCCCCCCNC(=O)c1ccc(Br)s1)c1ccc(Br)s1	-0.2	-22.5	-31.2	-1.6	6.8	-2.2	-12.1	0.9	-0.5
CS(=O)(=O)Nc1ccccc1C(=O)OCC(=O)NCc1cccs1	1.5	2.2	-4.4	2.6	-2.3	1.4	12.3	.	-5.7
COc1cccc(NC(=O)C2CCCN2C(=O)Nc2ccccc2)c1 (stereo unspecified)	4.3	1.5	-4.8	-3.9	7.8	-0.9	-1.9	-1.6	10.2
O=C(C1=C(O)C(=O)N(c2ncccn2)C1c1ccc(Cl)c(Cl)c1)c1ccco1 (stereo unspecified)	0.8	6.2	-3.1	1.6	4.0	-0.6	4.2	-0.4	2.7
CCc1noc(C)c1C(=O)Nc1nc2ccc(OC)cc2s1	2.7	-3.5	-0.5	4.0	.	-1.7	23.0	.	?
CO/N=C(/CS(=O)(=O)Cc1ccccc1Cl)c1ccc(Cl)cc1Cl	2.6	6.4	8.1	-1.3	1.3	-5.0	1.8	1.6	2.5
CCCCn1c(N)c(N(CCC(C)C)C(=O)C2CC(=O)N(CCc3ccc(OC)c(OC)c3)C2)c(=O)[nH]c1=O (stereo unspecified)	0.8	-7.6	2.7	5.7	-2.5	-2.2	8.0	-0.1	9.9
COc1ccc(N2CCN(C(=O)CN3CCN(c4nc(-c5ccc(F)cc5)cs4)CC3)CC2)cc1	1.4	-4.7	12.0	2.9	-7.8	-1.3	-8.1	-0.8	-6.4
Cc1ccc(C(=O)OCc2nc(N)nc(Nc3ccccc3C)n2)cc1	-2.9	-14.7	-3.9	2.9	1.7	-1.4	-2.3	0.5	1.7
Cc1cnc(C(=O)OCC(=O)N=c2sccn2Cc2ccccc2Cl)cn1	-0.3	-7.2	-3.6	0.9	2.3	-4.0	5.2	4.0	21.8
CCc1ccc(-c2cc(C(=O)N/N=C/c3ccccn3)[nH]n2)cc1	-0.5	-0.5	1.7	0.7	21.1	-6.5	0.3	.	2.6
O=S(=O)(Nc1ccc2nc(N3CCOCC3)sc2c1)c1ccccc1	.	.	1.1	-1.8	2.9	0.1	2.1	1.1	-8.5
Cc1ccc(C(=O)N2CCC3(CC2)Oc2ccc(F)cc2C(=O)C32CC(c3ccccc3)=NO2)s1 (stereo unspecified)	-1.4	-13.6	8.6	0.1	-3.0	-1.2	13.8	-0.3	-3.5
O=C(CC(NC(=O)C(F)(F)F)c1ccccc1)Nc1nnc(CCc2ccccc2)s1 (stereo unspecified)	-0.2	-62.2	-1.8	1.9	-1.6	-1.0	13.0	.	-3.4
Cc1c(OCC(=O)NC2CC(C)(C)NC(C)(C)C2)ccc2c3c(c(=O)oc12)CCC3	1.0	-3.5	2.1	31.7*	15.1	-2.3	13.9	2.8	.
Cc1cc(C)nc(SCc2c(F)cccc2Cl)n1	4.9	-4.5	3.6	1.8	-7.0	-4.3	0.5	-0.4	?
COc1ccccc1N1CCN(S(=O)(=O)CCNC(=O)C2CCCCC2)CC1	1.3	3.5	2.6	4.6	1.8	-1.7	14.1	-1.2	-10.5
c1ccc(CNC2CC3CCC2C3)cc1 (stereo unspecified)	.	.	2.5	-0.6	5.3	-0.4	3.5	-2.7	10.9
O=C(CNCc1ccccc1Cl)Nc1cc(S(=O)(=O)N2CCOCC2)ccc1Cl	-0.8	-1.7	6.8	3.5	2.7	-2.1	3.0	-0.3	-8.0
O=C(O)CNC(=O)c1ccc(OC(F)F)cc1	2.2	5.2	2.7	-4.6	-6.2	-4.2	8.8	-1.4	4.4
Cc1ccccc1C(=O)NN1C(=O)CSC1=S	2.0	-4.9	34.5*	4.8	-15.0	0.2	3.0	.	5.8
CC(=O)N1c2ccc3ccccc3c2C(C)CC12CCCCC2 (stereo unspecified)	-0.1	-4.3	2.6	-1.7	0.3	-2.5	8.8	1.5	-1.5
CN(C)C(=O)CCc1ccc2c3c([nH]c2c1)[C@]1(CCc2ccccc2)[C@@H](C(=O)N2CCCCC2)C[C@H](CC(=O)NC(C)(C)C)C(=O)N1CC3	.	.	3.0	-1.1	5.3	0.5	4.2	-3.4	-1.7
Cn1c(O)c(C(=N)COc2ccccc2)c(=O)n(C)c1=O	1.6	-2.8	3.1	-0.4	0.6	-1.1	-3.8	-1.1	-10.9
O=C(CCCN1C(=O)c2cccc3cccc(c23)C1=O)N1CCN(c2ccc(F)cc2)CC1	3.3	-9.1	-10.6	-2.8	-3.4	-3.9	6.3	.	-1.8
C#CCOCCOCCOCCNc1nc(N2CCN(C(=O)C([C@@H](C)CC)n3cc(C(N)CO)nn3)CC2)nc(N2CCN(C(=O)C([C@@H](C)CC)n3cc(C(N)COC(=O)C(F)(F)F)nn3)CC2)n1 (stereo partly specified)	-3.0	-7.3	1.5	.	9.1	.	.	.	.
Cc1nc2sccn2c(=O)c1S(=O)(=O)N1CCN(c2cccc(C(F)(F)F)c2)CC1	3.7	6.5	-10.9	0.5	3.2	-1.8	5.2	3.5	-8.1
COc1ccc(OC)c(NC(=O)CCNC(=O)c2ccco2)c1	0.0	-13.7	-0.8	1.4	4.8	-3.5	-2.2	1.6	-4.4
CN(C)CCCNc1oc(-c2ccccc2Cl)nc1S(=O)(=O)c1ccccc1	2.2	-10.3	-10.8	1.4	4.7	-0.2	6.7	-6.2	-11.8
CCOc1ccc(CN(C)CC(=O)NCc2ccccc2Cl)cc1	1.4	3.3	-2.9	-1.7	4.5	-1.4	0.6	.	-2.8
CC(=O)Nc1ccc(S(=O)(=O)NCCC(=O)Nc2ncccc2C)cc1	0.3	3.2	4.9	2.9	9.6	1.2	-0.7	-2.4	?
NC(=O)c1ccc(NC(=O)COC(=O)/C=C/c2cccs2)cc1	0.8	5.7	4.1	5.4	7.6	0.8	16.1	.	0.8
Cc1ccc(C(=O)c2c3ccccc3[n+]([O-])n2CCO)cc1	-0.2	-7.0	-9.1	1.7	2.8	0.0	23.8	-1.5	-2.3
CC(C)Oc1cccc(C(=O)Nc2ccc(N3CCN(S(C)(=O)=O)CC3)cc2)c1	0.2	1.1	-3.1	-7.3	-0.9	-3.3	-3.3	0.1	3.2
Cn1c(=O)[nH]c(=O)c2c1nc(N1CCC(Cc3ccccc3)CC1)n2Cc1ccccc1	-0.6	-0.9	.	0.7	40.2	0.4	8.4	-1.2	-2.0
Cc1ccc(NC(=O)CC2SC(=O)N(c3ccccc3)C2=O)cc1 (stereo unspecified)	3.0	-17.1	0.6	-1.6	1.3	-3.1	2.2	0.6	-16.5
Cc1ncc(CSc2nc3ccccc3[nH]2)c(N)n1	-1.5	-5.1	-1.8	0.4	-1.3	-0.4	-0.3	.	-4.7
O=C(COC(=O)c1cc([N+](=O)[O-])ccc1NCCO)Nc1ccc2c(c1)OCO2	0.1	-0.9	-1.7	-6.0	17.8	-0.8	17.6	.	-7.1
OCc1nnn(-c2cccc(C(F)(F)F)c2)c1CO	-0.7	-2.3	-5.0	2.2	2.1	-2.6	-4.2	0.9	-0.8
CC(=O)C1=C(C)Nc2ncnn2C1c1ccccc1 (stereo unspecified)	-0.7	.	-8.1	0.0	-6.8	-2.8	6.4	0.9	21.5
Nc1ccc(Oc2cc(N)cc(Oc3ccccc3)c2)cc1	-0.1	1.5	-0.6	-0.4	-2.7	0.1	1.1	-1.6	-11.5
